PfM18AAP inh = PfM18AAP enzyme inhibition; recombinant PfM18AAP, H-Glu-NHMec fluorogenic cleavage; inhibition, % at 7.35 µM; 1.2% of 290,000 active; AID 1822;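 active = inhibition above the campaign mean inhibition over all tested compounds plus 3 SD, cut at about 28% in these data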;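 also: 0% = plate median of test compound wells and 100% = 2 mM ZnCl2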
OXTR potentiate = potentiates the human oxytocin receptor response; P30559; CHO-OTR cells, Fluo-8 calcium fluorescence, potentiator mode; 0% = oxytocin EC15, 100% = EC100; activation, % at 3 µM; 0.061% of 320,000 active; AID 2445;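 active = activation above that plate's cutoff, the mean activation of tested compounds plus 3 SD, cut at about 6.6% in these data, passing the limit was not always enough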;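 also: 100% uses oxytocin at 75 nM as the full agonist control; some results filed as inactive read as strong as hits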
Target sequence (P30559 whole entry, looked up): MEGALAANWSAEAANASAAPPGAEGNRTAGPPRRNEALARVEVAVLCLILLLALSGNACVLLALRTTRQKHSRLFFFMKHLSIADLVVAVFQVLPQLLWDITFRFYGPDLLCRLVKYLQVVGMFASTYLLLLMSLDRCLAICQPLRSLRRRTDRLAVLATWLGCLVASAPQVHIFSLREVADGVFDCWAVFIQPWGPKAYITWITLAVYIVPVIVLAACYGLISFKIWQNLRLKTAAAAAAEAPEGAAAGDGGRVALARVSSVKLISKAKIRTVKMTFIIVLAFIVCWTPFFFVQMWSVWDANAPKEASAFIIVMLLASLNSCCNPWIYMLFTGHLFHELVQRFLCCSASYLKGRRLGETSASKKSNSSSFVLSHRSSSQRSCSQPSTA
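Material: human OTR in CHO cells. Compound: 3.0 µM, one dose. Timing: compound 6 min at room temperature before oxytocin, 100 s read. Evaluation: % activation of max/min ratio relative to oxytocin controls. Replication: single well per compound, singlicate. Signal: Fluo-8 calcium dye fluorescence.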
GPR7 antagonist = human neuropeptides B/W receptor 1 antagonism; inhibition, % at 4.4 µM; 1.1% of 290,000 active; GPR7-expressing cells, fluorescence antagonist assay; P48145; in the data active = inhibition above about 16%, passing the limit was not always enough;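 also: cells stimulated with the agonist NPW; 0% = agonist with vehicle and 100% = vehicle without agonist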
Target sequence (P48145 whole entry, looked up): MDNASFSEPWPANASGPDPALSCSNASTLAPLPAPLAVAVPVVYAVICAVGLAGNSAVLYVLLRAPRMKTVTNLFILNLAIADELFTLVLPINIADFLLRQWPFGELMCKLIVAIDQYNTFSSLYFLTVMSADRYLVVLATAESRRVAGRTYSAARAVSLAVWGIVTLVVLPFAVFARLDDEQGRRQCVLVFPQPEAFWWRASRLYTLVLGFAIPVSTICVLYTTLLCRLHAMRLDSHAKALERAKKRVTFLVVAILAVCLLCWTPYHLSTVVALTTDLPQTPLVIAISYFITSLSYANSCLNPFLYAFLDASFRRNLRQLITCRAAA
V1aR counter = activates human V1a receptor in oxytocin agonist counter-screen | P37288 | CHO-V1R cells, Fluo-8 calcium fluorescence, agonist mode; 0% DMSO, 100% 3 nM vasopressin | activation, % at 3 µM | 0.25% of 320,000 active;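 active = activation above the mean activation of all tested compounds plus 3 SD, per screening run, cut at about 20% in these data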;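 also: signal is peak over basal fluorescence ratio across a 100 second FLIPR read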
OXTR ag = agonists of human oxytocin receptor; CHO-OTR cells, Fluo-8 calcium fluorescence; normalized: DMSO 0%, oxytocin 100%; activation, % at 3 µM; 0.32% of 320,000 active; AID 2435;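 active = activation above the mean of all tested compounds plus 3 SD, cutoff set per screening run, cut at about 20% in these data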;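 also: peak over basal fluorescence ratio from a 100 s FLIPR kinetic read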
MEKK2wt PB1 HTS = raises or lowers MEK5 binding to wildtype human MEKK2 PB1 domain | 1.1% of 290,000 active | bead flow cytometry, Alexa488-MEK5 binding to MEKK2 WT; actives lie on both sides | binding response (% of control), % at 10 µM; in the data active = binding response below about 67% or above about 130%
NALP1 inh = NALP1 inhibition. 0.61% of 280,000 active. S. cerevisiae NALP1/ASC/caspase-1 growth, X-gal OD620, 72 h. inhibition, % at 10 µM; in the data active = inhibition mostly above about 24%, no sharp cut-off; inactive = mostly below about 32%; also: some compounds called inactive have numbers as strong as hits
GalR3 antag = blocks the human galanin receptor 3; O60755; HEK293 GalR3-CNG cAMP membrane potential fluorescence; galR3 body fused to GalR1 C-terminus; inhibition, % at 3 µM; 0.44% of 360,000 active; AID 651719;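 active = inhibition above the screen-wide average plus 3 SD, cut at about 13% in these data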;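 also: forskolin and galanin both at EC90 stimulate the cells; cAMP rise reported by CNG channel membrane potential dye signal; 0% = forskolin plus galanin with DMSO and 100% = forskolin alone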
Target sequence (O60755 1-299 limits assumed): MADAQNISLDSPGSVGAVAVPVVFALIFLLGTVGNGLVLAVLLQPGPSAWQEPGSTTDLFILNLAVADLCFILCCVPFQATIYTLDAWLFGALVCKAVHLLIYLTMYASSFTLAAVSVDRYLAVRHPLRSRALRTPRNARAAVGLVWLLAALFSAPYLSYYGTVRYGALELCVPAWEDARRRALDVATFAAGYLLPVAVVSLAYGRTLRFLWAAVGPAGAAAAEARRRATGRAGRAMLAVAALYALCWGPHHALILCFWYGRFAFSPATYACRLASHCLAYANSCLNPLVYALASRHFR
MEKK2mut PB1 HTS = signal of MEK5 binding to mutant human MEKK2 PB1 domain | bead flow cytometry, Alexa488-MEK5 binding to MEKK2 mutant | percent response, % at 10 µM | 0.35% of 290,000 active | AID 1530; in the data active = percent response above about 24%, passing the limit was not always enough; also: inactives centre near 1; some results filed as inactive read as strong as hits
* hit, by the source's call; · = no result given.

no.	compound	PfM18AAP inh	OXTR potentiate	GPR7 antagonist	V1aR counter	OXTR ag
1	Cc1ccc(S(=O)(=O)N2CCN(CC(O)CN3CCOCC3)CC2)cc1 (configuration not stated)	·	-1	·	0.6	2.1
2	CCOc1ccc2cc(C3CC(c4ccco4)=NN3S(=O)(=O)c3ccccc3)c(Cl)nc2c1 (configuration not stated)	-8	2	1	1.4	0.6
3	O=C(CSc1nnc(NC(=O)C2CC(=O)N(c3ccc(F)cc3)C2)s1)NCC1CCCO1 (configuration not stated)	2	-6	-6	-0.1	-0.2
4	O=C(CSc1nnc(C2CC2)n1-c1ccccc1)NCCN1C(=O)CSC1=O	-14	-9	-15	-0.8	0.9
5	CCNC(=S)N(Cc1cc2cc(C)c(C)cc2[nH]c1=O)C1CCCC1	-13	-7	0	-0.4	-1.1
6	CCOc1ccc(N2C(=O)CC(NC3CCN(C(=O)c4cccs4)CC3)C2=O)cc1 (configuration not stated)	-13	-5	-6	0.3	0.2
7	COc1ccc(CC(=O)NNS(=O)(=O)c2ccccc2[N+](=O)[O-])cc1OC	1	-2	4	0.4	1.2
8	Cc1ccc(NC(=O)c2cccnc2)c([N+](=O)[O-])c1	-8	-7	-4	0.3	-0.7
9	Cc1cc(C)cc(C(=O)NCC(=O)OCC(=O)Nc2cccnc2Cl)c1	0	-14	-5	-1.2	-2.3
10	CCC/C(O)=C1\C(=O)CC(C)(C)CC1=Nc1cccc([N+](=O)[O-])c1	-2	10	-3	0.2	-2.5
11	COc1ccc(C2CC(=O)c3cnc(N)nc3C2)c(OC)c1 (configuration not stated)	-2	·	-5	·	·
12	Oc1ccc2c(c1)C1CCCC1(N1CCOCC1)O2 (configuration not stated)	36*	0	-5	0.9	-0.2
13	CCC(=O)Nc1ccc2c(c1)ncn2-c1ccccc1OC	-2	-8	-4	0.0	-0.4
14	O=C(O)c1cccc2c1C(=O)N(Cc1ccncc1)C2	2	-2	-4	-0.4	0.2
15	CN(C)/C=N/S(=O)(=O)c1ccc(Cl)cc1	-12	-6	-5	-0.2	-0.6

no.	MEKK2wt PB1 HTS	NALP1 inh	GalR3 antag	MEKK2mut PB1 HTS
1	·	·	-3	·
2	95	26	-4	-2
3	102	10	-3	0
4	94	-4	0	-4
5	89	-3	-8	-8
6	101	-15	-3	5
7	108	7	-7	5
8	105	4	-3	1
9	94	9	5	-1
10	100	-5	-6	6
11	100	6	-2	-1
12	126	11	-4	12
13	109	2	2	11
14	88	34	-5	-5
15	89	8	-5	-7

Printed as active in PfM18AAP inh, among the entries above:
| cpd | SMILES | PfM18AAP inh | OXTR potentiate | GPR7 antagonist | MEKK2wt PB1 HTS | NALP1 inh | GalR3 antag | MEKK2mut PB1 HTS |
| --- | --- | --- | --- | --- | --- | --- | --- | --- |
| 12 | Oc1ccc2c(c1)C1CCCC1(N1CCOCC1)O2 (configuration not stated) | 36* | 0 | -5 | 126 | 11 | -4 | 12 |

(next part)
no.	compound	PfM18AAP inh	OXTR potentiate	GPR7 antagonist	V1aR counter	OXTR ag
16	O=C(NCc1ccccc1)c1cccc(COc2ccc3c(c2)CCC3)c1	-8	-2	-1	1.2	-0.2
17	COc1cccc(NC(=O)C(=O)NCC2CCCN2S(=O)(=O)c2ccccc2)c1 (configuration not stated)	·	-6	·	-0.7	0.4
18	CCC(=O)N1CCN(c2ccc(NC(=S)NC(=O)c3cc4ccccc4o3)cc2)CC1	14	·	7	·	·
19	Nc1nc(F)cc(NCc2ccccc2)n1	3	-11	-16	1.0	2.7
20	O=C(Nc1ccno1)Nc1ccc(Cl)cc1Cl	5	-6	-15	0.7	-3.2
21	COc1ccc(-c2nc(SCc3ccc(C#N)cc3)[nH]c(=O)c2C#N)cc1	3	-9	-8	-0.8	-0.3
22	CNC(=O)C1CC(=O)N(Cc2ccc(OC)c(OC)c2)C(=Nc2ccc(OC)cc2)S1 (configuration not stated)	-3	-5	-4	2.0	3.0
23	Cn1c(CSc2ccccc2)c(C#N)c2ccccc21	2	-2	-3	0.3	-0.3
24	COc1ccc(CCNc2nc3c(c(=O)n(C)c(=O)n3C)n2C)cc1OC	6	0	2	0.0	0.6
25	Cc1c(C)n(Cc2ccccc2)c2ncnc(NCCCO)c12	-10	-10	2	0.5	0.4
26	O=C(NC(=S)Nc1ccc(NC(=O)c2ccccc2)cc1)c1ccc(F)cc1	-3	-5	-7	6.3	3.0
27	O=C(O)CNC(=O)c1ccc(NC(=O)/C(=C/c2cccc([N+](=O)[O-])c2)NC(=O)c2ccco2)cc1	-3	-6	0	-0.5	0.6
28	O=C1/C(=N\S(=O)(=O)c2cccs2)C([n+]2cccc(Cc3ccccc3)c2)=C([O-])c2ccccc21	-1	-12	-7	1.4	-1.5
29	COC(=O)c1c(NC(=O)c2ccco2)sc2c1CCN(C(C)C)C2	7	0	-15	1.3	-1.0
30	COCC(C)Nc1ccc(S(=O)(=O)N2CCCC2)cc1[N+](=O)[O-] (configuration not stated)	4	1	-20	-0.2	0.0

no.	MEKK2wt PB1 HTS	NALP1 inh	GalR3 antag	MEKK2mut PB1 HTS
16	110	40	-3	8
17	·	·	4	·
18	100	15	2	-5
19	90	-1	2	-22
20	98	9	0	1
21	99	12	-8	3
22	103	-13	-3	2
23	99	-12	-4	-1
24	100	8	-3	-2
25	102	22	-9	4
26	101	2	-1	0
27	104	4	-1	6
28	100	-7	·	23
29	110	-6	-4	11
30	99	6	1	1

2 entries from above, screen by screen.
28: O=C1/C(=N\S(=O)(=O)c2cccs2)C([n+]2cccc(Cc3ccccc3)c2)=C([O-])c2ccccc21
29: COC(=O)c1c(NC(=O)c2ccco2)sc2c1CCN(C(C)C)C2
entry no. | 28 | 29
PfM18AAP inh | -1 | 7
OXTR potentiate | -12 | 0
GPR7 antagonist | -7 | -15
V1aR counter | 1.4 | 1.3
OXTR ag | -1.5 | -1.0
MEKK2wt PB1 HTS | 100 | 110
NALP1 inh | -7 | -6
GalR3 antag | · | -4
MEKK2mut PB1 HTS | 23 | 11

Next section:
no.	compound	PfM18AAP inh	OXTR potentiate	GPR7 antagonist	V1aR counter	OXTR ag
31	Cc1ccc(-c2cc3ccccc3nc2N)cc1	0	-22	6	5.7	9.6
32	CC1CCC(NC(=O)CCS(=O)(=O)c2ccc3c(c2)CCN3C(=O)C2CC2)CC1 (configuration not stated)	-14	-4	-5	7.6	-0.7
33	ONC(=Nc1ccc(Cl)cc1)c1ccccc1	4	-6	-7	2.8	0.4
34	COc1ccc(CN2C(=O)c3cccnc3C2=O)cc1S(=O)(=O)N(C)Cc1ccco1	-1	-4	-3	2.7	0.5
35	CC1CN(c2nc3ccccc3nc2C(C#N)C(=O)OC2CCCCC2)CC(C)O1 (configuration not stated)	-2	4	-8	-0.1	-0.3
36	CC(C)Oc1ccc(-c2nn(-c3ccccc3)cc2/C=c2\sc3ncnn3c2=O)cc1	58*	-5	-11	-1.0	0.3
37	CC(=NNC(=O)c1ccc(NS(=O)(=O)c2ccc(Br)cc2)cc1)c1cccnc1	·	-1	·	-0.1	0.4
38	CCCCOc1ccc(N(CC(=O)NCC2CCCO2)C(=O)CCC(=O)Nc2cc(C)ccn2)cc1 (configuration not stated)	-3	-18	-11	-0.5	0.4
39	COc1ccc(NC(=O)NNC(=O)COc2ccc3ccccc3c2)cc1	1	-3	6	-0.9	-0.6
40	O=C(/C=C/c1ccc(Cl)c([N+](=O)[O-])c1)c1cccnc1	15	-1	-1	0.5	0.4
41	CCOC(=O)c1cnn(-c2ccccc2)c1NC(=O)CN1CCCCC1	0	1	-8	-0.2	-1.3
42	COc1cc2ccccc2cc1C(=O)Nc1ccc2oc(=O)ccc2c1	-16	-9	7	2.9	1.9
43	COc1ccc(S(=O)(=O)N2CN(Cc3ccco3)c3nc4ccccc4nc32)cc1	2	-5	-17	0.3	-0.6
44	CCOCCn1c(C)c(C(=O)OCC)c2cc(O)c3ccccc3c21	·	-4	·	-0.6	-1.4
45	CC(C)C(c1nnnn1Cc1ccc(F)cc1)N1CCN(Cc2ccc3c(c2)OCO3)CC1 (configuration not stated)	-3	-21	27*	0.3	-0.2

no.	MEKK2wt PB1 HTS	NALP1 inh	GalR3 antag	MEKK2mut PB1 HTS
31	105	28	-14	5
32	101	11	-12	0
33	101	33	-3	-1
34	102	1	-8	-2
35	82	-2	-4	-5
36	·	5	·	·
37	·	·	-6	·
38	108	2	0	4
39	102	2	2	4
40	99	-1	2	-2
41	99	·	2	1
42	97	10	-8	-5
43	85	17	-8	-10
44	·	·	1	·
45	110	36	-2	4

More structures follow:
no.	compound	PfM18AAP inh	OXTR potentiate	GPR7 antagonist	V1aR counter	OXTR ag
46	N#Cc1nc(-c2cccs2)oc1N1CCN(Cc2ccccc2)CC1	1	-8	-11	-0.8	-1.0
47	Cc1ccc(S(=O)(=O)CC(=O)Nc2ncc([N+](=O)[O-])s2)cc1	2	-20	1	2.1	1.8
48	CCOc1cc2c(cc1OCC)C(c1ccccc1OC)OC(=O)C2 (configuration not stated)	-2	4	-14	0.1	-1.1
49	Cc1ccc(S(=O)(=O)NNC(=O)C2CCN(S(=O)(=O)c3ccc(C)cc3)CC2)cc1	-7	-10	-8	-0.4	-0.6
50	CC1CCN(C(=O)c2[nH]cnc2C(=O)N[C@@H](C)c2ccccc2)CC1	·	-3	·	0.7	0.1
51	CN(C)S(=O)(=O)c1ccc(Cl)c(C(=O)Nc2nc3ccccc3[nH]2)c1	2	-15	-1	0.7	-0.3
52	CC(C)CN1C(=O)C(=O)N(CC(=O)Nc2cc(Cl)ccc2Oc2ccccc2)C1=O	0	-18	13	-0.5	-0.6
53	CSc1ncccc1C(=O)NCC1CCCCC1	2	-2	-11	-1.1	-0.5
54	CC(=O)N1N=C(c2cccs2)CC1c1ccc(Br)cc1 (configuration not stated)	-5	-11	11	3.4	3.7
55	O=C(COc1ccc2c3c(c(=O)oc2c1)CCCC3)NCCCN1CCOCC1	3	-5	2	0.5	0.5
56	Cc1c(C2Nc3ccccc3C(=O)N2O)cnn1C (configuration not stated)	7	-16	4	-0.4	0.0
57	CCN(CC)C(=O)CN1C(=O)C2(OCC(C)(c3ccccc3)CO2)c2ccccc21 (configuration not stated)	1	-8	-3	7.1	9.2
58	Cc1ccccc1NC1=C(Cl)C(=O)OC1OC(C)C (configuration not stated)	-1	-8	-3	0.8	-1.2
59	CC(C)(C)NC(=S)N/N=C\c1ccc(-c2ccc([N+](=O)[O-])cc2)o1	15	-4	-6	7.1	9.5

no.	MEKK2wt PB1 HTS	NALP1 inh	GalR3 antag	MEKK2mut PB1 HTS
46	93	12	-1	-3
47	105	17	-8	3
48	95	18	-2	-2
49	102	-4	-2	5
50	·	·	-3	·
51	107	9	-7	0
52	101	-3	-6	-4
53	102	-10	-4	-1
54	91	8	-10	-5
55	100	2	-2	4
56	106	-4	-2	5
57	105	25	-7	7
58	110	0	3	3
59	81	·	1	-13

Another view of three compounds above:
Below each SMILES: PfM18AAP inh, OXTR potentiate, GPR7 antagonist, V1aR counter, OXTR ag, MEKK2wt PB1 HTS, NALP1 inh, GalR3 antag, MEKK2mut PB1 HTS
#54 CC(=O)N1N=C(c2cccs2)CC1c1ccc(Br)cc1 (configuration not stated)
  -5, -11, 11, 3.4, 3.7, 91, 8, -10, -5
#48 CCOc1cc2c(cc1OCC)C(c1ccccc1OC)OC(=O)C2 (configuration not stated)
  -2, 4, -14, 0.1, -1.1, 95, 18, -2, -2
#47 Cc1ccc(S(=O)(=O)CC(=O)Nc2ncc([N+](=O)[O-])s2)cc1
  2, -20, 1, 2.1, 1.8, 105, 17, -8, 3

Assay outcomes from PubChem.
